# SMN2 splice enh – SMN2 splice variant enhancement; HEK293 SMN2-luciferase splicing reporter, luminescence, 30-36 h; Potency, µM (doses to about 46.1 µM), inactives show at the top dose activity change, positive = activation, usual class: activators; hit rate 2.8% among 210,000; AID 1458; note: % of control where 0% means no effect; nearly all actives have a fitted effect of over 55% in size
#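 HEK293 cells carry an SMN2 […]–luciferase reporter in which exon 7 inclusion puts luciferase in frame. Cells were plated 10-12 h before compound addition, then incubated 30-36 h at 37C. ONE-Glo luminescence was read; sodium butyrate at 4.5 mM final served as control.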
# ALDH1A1 block – inhibitors of human aldehyde dehydrogenase 1A1; P00352; Purified ALDH1A1, NADH fluorescence, propionaldehyde substrate; Potency, µM (highest dose often 75.3 µM), without a hit: at the highest dose activity, negative = inhibition, actives largely listed as inhibitors; hit rate 7.3% among 220,000; AID 1030; active = well fitted inhibition curve with a large enough effect, not every such curve was filed as active; inconclusive = small, poorly fitted or top-dose-only effect, or another doubt; inactive = no such curve, though single readings can be large or run the other way;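 note: plate controls were no enzyme wells and a reference inhibitor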
# Target sequence (P00352 whole entry, looked up): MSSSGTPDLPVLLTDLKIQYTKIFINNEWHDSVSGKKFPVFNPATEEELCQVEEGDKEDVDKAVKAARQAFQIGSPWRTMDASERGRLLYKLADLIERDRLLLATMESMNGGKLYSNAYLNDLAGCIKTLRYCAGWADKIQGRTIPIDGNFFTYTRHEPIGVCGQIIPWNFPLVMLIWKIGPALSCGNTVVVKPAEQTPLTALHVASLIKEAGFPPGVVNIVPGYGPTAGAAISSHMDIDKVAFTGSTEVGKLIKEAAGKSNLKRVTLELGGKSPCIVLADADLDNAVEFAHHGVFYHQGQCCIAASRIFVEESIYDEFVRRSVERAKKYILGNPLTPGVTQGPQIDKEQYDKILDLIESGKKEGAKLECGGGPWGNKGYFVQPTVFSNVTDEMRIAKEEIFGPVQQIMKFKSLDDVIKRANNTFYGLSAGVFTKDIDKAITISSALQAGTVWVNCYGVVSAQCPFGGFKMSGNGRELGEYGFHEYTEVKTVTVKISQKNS
# RGS12 GoLoco inh – blocks human Gai1 binding to RGS12 GoLoco peptide, red readout. P63096. Gai1:RGS12 GoLoco peptide FP, rhodamine, 10 min. Potency, µM (top dose mostly 61.6 µM), for inactives: at the highest dose activity, negative = inhibition, usual class: inhibitors. hit rate 0.44% among 230,000. AID 880; active = well fitted inhibition curve with a large enough effect, not every such curve was filed as active; inactive = no such curve, though single readings can be large or run the other way; note: % is set by controls: 0 for no effect and ±100 for the full control effect; nearly all actives have a fitted effect of over 30% in size; many of its hits are not listed in these tables
# Target sequence (P63096 whole entry, looked up): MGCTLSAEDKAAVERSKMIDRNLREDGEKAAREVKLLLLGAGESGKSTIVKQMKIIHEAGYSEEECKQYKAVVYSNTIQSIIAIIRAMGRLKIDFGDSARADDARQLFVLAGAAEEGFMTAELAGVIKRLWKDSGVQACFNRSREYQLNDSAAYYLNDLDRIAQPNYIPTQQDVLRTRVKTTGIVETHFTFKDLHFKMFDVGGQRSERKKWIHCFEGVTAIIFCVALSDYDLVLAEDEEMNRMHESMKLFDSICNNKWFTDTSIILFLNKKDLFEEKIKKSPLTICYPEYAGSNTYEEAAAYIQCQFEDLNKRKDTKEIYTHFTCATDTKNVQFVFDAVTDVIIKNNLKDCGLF
# TRb-SRC2 inh – disrupts binding of human TR beta to SRC2. Potency, µM (doses to about 106 µM), for inactives: at the top dose activity change, negative = inhibition, hits mostly inhibitors. P10828. TRbeta-SRC2 peptide binding, fluorescence polarization; receptor liganded with 1 µM T3. hit rate 0.065% among 280,000;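 note: plate controls were bound peptide for no effect and peptide without receptor for full effect; nearly all actives have a fitted effect of over 50% in size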
#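 TRb LBD 0.6 uM + Texas Red SRC2 peptide 20 nM, 1 uM T3, Tris buffer w/ 5% DMSO; compound pinned, 5 h RT; FP read ex 555/em 632; normalized to unbound and bound controls.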
# RECQ1 helicase – inhibitors of human RECQ1 DNA helicase. RECQ1 DNA unwinding, red fluorescence kinetic read. Potency, µM (series often up to 57.3 µM), inactives show top-dose activity, negative = inhibition, most hits filed as inhibitors. hit rate 0.54% among 240,000. AID 2549;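 note: plate controls were vehicle for no effect and no enzyme for full effect; nearly all actives have a fitted effect of over 30% in size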
#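 RECQ1T1 50 nM; forked duplex (20 bp + 30-nt ss tails) 200 nM, ATP 2 mM final; pH 8.0, 2 mM MgCl2, 2.5 ug/ml poly(dI-dC); 15 min compound preincubation; discontinuous kinetic read over 2 h at RT.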
# Lamin A splicing – modulators of lamin A splicing; hit rate 0.01% among 200,000; Potency, µM (top dose mostly 46.1 µM), without a hit: at the highest dose ratio change, negative = inhibition, hits mostly inhibitors; HeLa LMNA splicing GFP/RFP minigene ratio, 48 h; active = well fitted inhibition curve with a large enough effect in the signal ratio, with a control signal flat, not every such curve was filed as active; inconclusive = small, poorly fitted or top-dose-only effect, or effect the other way, or a change in a side signal; the % refers to the signal ratio; note: % is set by controls: 0 for no effect and ±100 for the full control effect
#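 Read-out is the ratio of GFP to DsRed2 object intensity, acquired by 488 nm laser-scanning cytometry on HeLa lamin A-EGFP minigene reporter cells. Compound incubation 48 hrs at 37 °C in Opti-MEM with 2% FBS; DMSO 0.5% final.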
# TR SRC2 fluor cs – Texas Red fluorescence interference in TRb-SRC2 counter-screen; TRb/SRC2 Texas Red total fluorescence interference; Potency, µM (top dose mostly 106 µM), without a hit: top-dose fluorescence change, negative = quenching; hit rate 0.29% among 280,000; active = well fitted curve in either direction with a large enough effect; inconclusive = small, poorly fitted or top-dose-only effect; note: % is set by controls: 0 for no effect and ±100 for the full control effect
#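 Flags fluorescent or light-absorbing compounds by total fluorescence, S + 2P, at 555 nm excitation and 632 nm emission. Mixture: 20 nM Texas Red SRC2 peptide, 0.6 uM human TRb LBD, 1 uM T3, 5% DMSO; compound exposure 5 h at ambient temperature.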
# KDM4E inh – blocks human JMJD2E demethylase activity; Potency, µM (top dose mostly 57.1 µM), without a hit: at the highest dose activity change, negative = inhibition, hits mostly inhibitors; hit rate 1.6% among 230,000; B2RXH2; JMJD2E catalytic domain, FDH-coupled NADH fluorescence (FDH is formaldehyde dehydrogenase); active = well fitted inhibition curve with a large enough effect, not every such curve was filed as active; inconclusive = small, poorly fitted or top-dose-only effect, or another doubt; inactive = no such curve, though single readings can be large or run the other way;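 note: 0% = wells with enzyme and -100% = buffer wells without enzyme; nearly all actives have a fitted effect of over 50% in size; many of its hits are not listed in these tables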
# The depositor's hits bear a star; i = inactive; ? = inconclusive; . = no result given; & = joins results of further samples; [ ] = dose if it differs, or a comment. Unless noted, calls come from the whole dose curve; as a rule, active = well fitted curve in the direction sought with a large enough effect; inconclusive = small, poorly fitted or top-dose-only effect, or another doubt; inactive = no such curve, though single readings can be large; an effect the other way counts as inactive or inconclusive. Potency is the fitted concentration of half-maximal effect.
SMILES,SMN2 splice enh,ALDH1A1 block,RGS12 GoLoco inh,TRb-SRC2 inh,RECQ1 helicase,Lamin A splicing,TR SRC2 fluor cs,KDM4E inh
COCc1[nH]nc2c1C(c1ccsc1)C(C#N)=C(N)O2 (configuration not stated),-10%,?,-1%,-2%,i,6%,-4%,0%
Oc1ccc(Br)cc1CNn1cnnc1,10%,?,-7%,8%,3%,-12%,3%,6%
O=C(COc1ccc2ccccc2c1)Nc1cccc2c1C(=O)NC2=O,4%,6%,12%,-5%,i,-7%[46 µM],-2%,0%
Nc1cc(=O)[nH]c(SC/C=C/c2ccccc2)n1,-16%,-2%,4%,4%,i,-4%,2%,-1%
COc1cc(NC(=O)CCc2nc(-c3cccs3)no2)cc(OC)c1OC,-16%&-36%,2%,-2%,-5%&-4%,i,?,-1%&1%,0%
COc1ccc(Nc2ncc(C(=O)O)c3ccccc23)cc1,?,4%,7%,-16%,-3%,1%,-2%,-3%
O=C(CCCCCCN1C(=O)c2ccccc2C1=O)N1CCC(c2ccccc2)C1 (configuration not stated),-16%,?,6%,8%,2%,?,2%,0%
Cc1cc(C)nc(SCC(=O)Nc2nonc2N)n1,7%,?,8%,-5%,28%,.,3%,-8%
CC1CCc2c(sc3nc(CN4CCOCC4)nc(Sc4ccccc4)c23)C1 (configuration not stated),-14%,25µM*,5%,-14%,0%,-9%,0%,-4%
COc1ccc(C2(CNC(=O)c3ccc(OCC(C)C)cc3)CCOCC2)cc1,.,-3%,.,-4%,-5%,-11%,0%,-5%

# Single records, from the list above:
# Oc1ccc(Br)cc1CNn1cnnc1 is entered as SMN2 splice enh: 10%; ALDH1A1 block: ?; RGS12 GoLoco inh: -7%; TRb-SRC2 inh: 8%; RECQ1 helicase: 3%; Lamin A splicing: -12%; TR SRC2 fluor cs: 3%; KDM4E inh: 6%
# COc1ccc(C2(CNC(=O)c3ccc(OCC(C)C)cc3)CCOCC2)cc1 is entered as SMN2 splice enh: .; ALDH1A1 block: -3%; RGS12 GoLoco inh: .; TRb-SRC2 inh: -4%; RECQ1 helicase: -5%; Lamin A splicing: -11%; TR SRC2 fluor cs: 0%; KDM4E inh: -5%

# The listing continues:
SMILES,SMN2 splice enh,ALDH1A1 block,RGS12 GoLoco inh,TRb-SRC2 inh,RECQ1 helicase,Lamin A splicing,TR SRC2 fluor cs,KDM4E inh
Cc1c(NC(=O)Nc2ccc(Cl)cc2)c(=O)n(-c2ccccc2)n1C,3%,13%,1%,-1%,1%,-1%,-4%,-2%
Cc1ccc(SCc2[nH]nc3c2C(c2ccco2)C(C#N)=C(N)O3)cc1 (configuration not stated),-11%,-54%,0%,-2%,-6%,0%,-3%,?
COC(=O)C1=C(C)N(C)C(C)=C(C(=O)OC)C1c1ccccn1,1%,-9%,-5%,0%,i,-6%,-4%,-2%
Cc1ncc2c(c1OC(=O)c1ccc([N+](=O)[O-])cc1)COC(C)(C)OC2,-5%,-5%,-3%,1%,i,3%,-6%,-3%
Cc1ccc(C)c(NC(=O)Cn2nc(C(F)(F)F)cc2C2CC2)c1,-9%,7%,9%,2%,-7%,3%,0%,8%
CCOc1ccc(-c2n[nH]c(C)c2Oc2ccc(OC)cc2)c(O)c1,8%,-5%,1%,5%,-30%,-1%,-3%,?
COc1ccc(Cn2c(=S)[nH]c3cc(OC)c(OC)cc3c2=O)cc1,-5%,-11%,5%,-12%,-5%,.,1%,-3%
Cc1ccc(N(C(=O)CCC(=O)Nc2cc(C)on2)C(C(=O)NC2CCCC2)c2cccs2)cc1 (configuration not stated),?,4%,-3%,3%,i,4%,-6%,-9%
CCCN1C(=O)SC(CC(=O)Nc2cccc3ccccc23)C1=O (configuration not stated),2%,22µM*,-4%,-17%,-5%,0%,0%,?
CN1CCN(c2nc3c(c(=O)[nH]c(=O)n3C)n2CCSc2ncccn2)CC1,-3%,17%,-1%,-8%,i,5%,2%,6%
Cc1ccc([N+](=O)[O-])cc1N/C=C/C(=O)c1ccco1,-7%,22µM*,37%[activator],10%,0%,?,-2%,6%
O=C(/C=C/c1ccc(Br)cc1)c1ccco1,-3%[1.84 µM],15%,-7%,0%,-9%,?,-1%,-2%
CN(C)c1ccc(C(CNC(=O)c2ccc(F)cc2)c2c[nH]c3ccccc23)cc1 (configuration not stated),-9%,?,-11%,7%,-10%,?,-3%,-9%
CCCCCCCCCCC/C=C\C(C)(C)/C=C\CCCC(=O)O,-6%&1%&1%,-12%&-8%&-3%,11%&5%&5%,3%&4%&0%,1%&-8%,-11%,0%&-2%&0%,-8%&9%
C=CCN1C(=O)C(Cc2ccccc2)SC1=Nc1ccc(C(=O)O)cc1 (configuration not stated),-6%,?,-14%,-2%,3%,?,?,-2%
CCOc1ccc(NC(=O)CC2C(=O)N(c3ccc(OC)cc3)C(=O)N2CCc2cccs2)cc1 (configuration not stated),15%,-11%,5%,-1%,?,0%,-2%,4%
Cc1nc2ccc(NC(=S)NC(C)C)cc2nc1C,10%,-14%,9%,-6%,18%,1%,-6%,?
CCOC(=O)c1cnn(-c2ccc(C(C)C)cc2)c1NC(=O)C1CCC1,-11%,?,7%,0%,-13%,-2%,-6%,4%
COc1ccc(NC(=O)c2ccc(-n3cccn3)c([N+](=O)[O-])c2)cc1,-26%,?,8%,-6%,i,21%[46 µM],-4%,7%
CC(=O)NCCCc1nc2ccccc2n1Cc1ccccc1F,.,.,2%,-2%,-4%,.,-1%,-2%
CC(C)(C)OC(=O)N1CCCC1C(=O)O (configuration not stated),5%,10%,-1%,-10%,i,-5%,-6%,1%
COc1ccccc1-n1cnc(N)c1C(C)=O,4%,8%,5%,-7%,-1%,6%,0%,-1%
CCCOC(=O)c1ccc(NC(=O)c2ccccc2[N+](=O)[O-])cc1,.,?,7%,0%,-18%,?,-1%,4%
O=C(O)c1ccc(/C=N/NC(=O)c2ccc(CN3c4cccc5cccc(c45)S3(=O)=O)cc2)cc1,.,.,23%,8%,?,.,-3%,?
CCn1c(=O)c(C(C)=O)nc2ccccc21,9%,2%,1%,-2%,6%,-2%,0%,-10%
O=C(Cc1ccccc1)NN1C(=O)C2C3C=CC(C4CC34)C2C1=O (configuration not stated),-5%,-6%,8%,3%,-6%,-1%,0%,8%
COc1cc(/C=N/NC(N)=S)ccc1OCC(=O)Nc1ccc(C)cc1,-8%,25µM*,-3%,-10%,-6%,-6%,0%,3%
CN(Cc1cccs1)c1nc(-c2cccnc2)nc2ccccc12,-4%,-14%,5%,-1%,-13%,.,-2%,-11%
O=c1c2ccccc2nc(/C=C/c2cccnc2)n1CCc1ccccc1,.,.,0%,-4%,-8%,.,-6%,16µM*
COc1ccc(CC(=O)OCC(=O)NCCc2ccccc2)cc1OC,-12%,2%,9%,4%,-5%,-10%,-16%,5%
O=C1C(=O)N(CCN2CCOCC2)C(c2cccnc2)/C1=C(/O)c1ccccc1 (configuration not stated),2%,-2%,5%,5%,i,.,0%,?
O=C(C1CCN(C2CCN(Cc3ccc4c(c3)CCO4)CC2)CC1)N1CCCC1,-34%[inhibitor],-3%,14%,-5%,20%,-5%[46 µM],-1%,-1%
COc1cc(C(=O)Nc2ccc(S(=O)(=O)Nc3nccc(C)n3)cc2)cc(OC)c1OC,?,?,-8%,0%,4%,-7%,1%,-2%
CCN(c1ccccc1)S(=O)(=O)c1ccc(Cl)c(C(=O)NCCc2ccc(OC)cc2)c1,-55%[inhibitor],?,206%[activator],-6%,5%,?,0%,2%
CCCC(=O)NC(c1ccco1)c1c(O)ccc2ccccc12 (configuration not stated),-15%,?,-10%,-2%,0%,-10%,-2%,?
COc1ccc(-n2cc(-c3ccc(Br)cc3)[nH]c2=S)cc1,5%,?,-4%,1%,-8%,.,-1%,1%
COc1ccccc1CNC(=O)CSCc1cnn(-c2ccccc2)c1-n1cccc1,-3%,?,1%,7%,-8%,-20%,-1%,-1%
O=S(=O)(c1cccs1)N1CCCc2ccccc21,10%,20%,3%,1%,-5%,1%,-5%,0%
COCCNC(=O)c1ccc2c(c1)CCN2S(C)(=O)=O,-11%,2%,1%,-2%,-4%,2%[46 µM],-2%,4%
COc1ccc(NC(=O)C(=O)N2N=C(C(C)C)CC2(O)C(F)(F)F)cc1 (configuration not stated),-5%,3%,-24%,-3%,i,-2%,3%,2%
CC(=O)Nc1scc(C)c1-c1nc2ccccc2s1,.,-2%,0%,5%,-12%,.,0%,-2%
CCC(=O)c1cc2c(cc1NC(=O)c1cccs1)OCCO2,-15%,1%,-2%,1%,-5%,-8%,1%,?
COC(=O)Nc1snnc1C,9%,1%,12%,0%,-6%,?,-4%,3%
COc1ccc(-n2c(CN3CCC(C(N)=O)CC3)nc3ccc([N+](=O)[O-])cc3c2=O)c(OC)c1,29%,9.5µM*,-13%,-2%,5%,.,-3%,?
Cc1cc(Cl)ccc1Nc1ncccc1C(N)=O,8.9µM*,?,-7%,-1%,-1%,6%,1%,10%
COC(=O)c1ccc(CSc2nc3c(c(=O)n2-c2ccc(Br)cc2)SCC3)o1,-33%,3%,13%,0%,?,8%,0%,1%
CC(C)(C)c1cc[n+](/C(C(=S)Nc2ccccc2F)=C(/[O-])c2ccc3c(c2)OCCO3)cc1,19%,14µM*,6%,-7%,-15%,.,-1%,-18%
Cc1nc2nc(N)nn2c(C)c1C/C=C/c1ccccc1,-19%,?,4%,-8%,-11%,12%[46 µM],-3%,?
O=C(NC1CCCCC1)c1cccc(S(=O)(=O)N2CCOCC2)c1,-5%,3%,5%,4%,-1%,-6%,3%,1%
COc1ccccc1Cc1noc(COc2cccc(C)c2C)n1,-12%,3%,-10%,9%,-10%,-11%,-1%,0%
O=[N+]([O-])c1ccc2[nH]c(O)c(N=NC3CCS(=O)(=O)C3)c2c1 (configuration not stated),.,.,1%,5%,-1%,.,-1%,4%

# Screens (PubChem)

# Some of the compounds tested. The share of hits here may be higher or lower than overall.
